USP2a inh – qHTS Assay for Inhibitors of Ubiquitin-specific Protease USP2a Using CHOP2 as the Reporter | Potency, µM (series often up to 38.3 µM), without a hit: at the highest dose activity change, negative = inhibition, most hits filed as inhibitors | hit rate 0.01% among 330,000 | USP2 core, Ub-CHOP2 coupled fluorogenic reporter, 485/531 | Ubiquitin carboxyl-terminal hydrolase 2 (Homo sapiens), O75604;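 further: potency means the concentration at half of the fitted maximal effect; plate controls were DMSO wells for no effect and full inhibition by NEM control for full effect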
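Deubiquitinase activity read as fluorescence (485/531 nm) after Ub-CHOP2 cleavage activates the enterokinase reporter on its substrate; USP2 core 10nM, Ub-CHOP2 and substrate 25nM each, 30min compound preincubation then 60min RT; data normalized to NEM, curves fitted.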
ELG1 genotox – qHTS screen for small molecules that induce genotoxicity in human embryonic kidney (HEK293T) cells expressing luciferase-tagged ELG1; HEK293T ELG1-luciferase reporter, luminescence, 16 h; hit rate 1.3% among 330,000; Potency, µM (highest dose often 46 µM), for inactives: at the highest dose activity change, positive = activation, most hits filed as activators; further: potency means the concentration at half of the fitted maximal effect; % of control where 0% means no effect; nearly all actives have a fitted effect of over 60% in size
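Genotoxic stress is detected as increased luminescence from luciferase-tagged ELG1 in HEK293T cells, measured with ONE-Glo after a 16 hr treatment at 37 °C.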
TSG101-PTAP inh – qHTS Assay for Iinhibitors of HIV-1 Budding by Blocking the Interaction of PTAP/TSG101; AID 493005, 2010; Potency, µM (titrated, usually from 115 µM), for inactives: at the top dose activity change, negative = inhibition, usual class: inhibitors; 340,000 tested, under 10 active; Fluorescence polarization, FITC-PTAP peptide / Tsg101 binding; Tumor susceptibility gene 101 protein (Homo sapiens), Q99816; active means well fitted inhibition curve with a large enough effect in the main read-out, with a control signal flat, not every such curve was filed as active; inconclusive means small, poorly fitted or top-dose-only effect, or effect the other way, or a change in a side signal; inactive means no such curve, though single readings can be large or run the other way; further: potency means the concentration at half of the fitted maximal effect; % of control where 0% means no effect
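Fluorescence anisotropy tracks displacement of a FITC-tagged PTAP peptide (50 nM) from the Tsg101 binding domain (10 uM), following a 20 min room-temperature incubation at pH 7.5.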
TRPV1 agonist – HTS Assay for Compounds that Act as Agonists of the Vanilloid Receptor 1; Transient receptor potential cation channel subfamily V member 1 (Homo sapiens), Q8NER1; TRPV1-expressing cells, Fluo-8 calcium influx, agonist mode; activation, % at 8.33 µM; hit rate 0.19% among 320,000; AID 540275, 2011; in the data active means activation above about 80%; inconclusive means between about 30% and that limit; further: 0% is about no effect
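Cells expressing TRPV1 were dye-loaded with Fluo-8 and read kinetically: 10 s baseline, 3 min after compound (agonist portion), then 2 min after EC20 capsaicin (allosteric enhancer portion). Calcium-bound dye fluorescence at 480/520 nm.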
uPA generation – qHTS for Inhibitors of Cell Surface uPA Generation; Potency, µM (series often up to 38.3 µM), for the others: at the highest dose activity change, negative = inhibition, actives largely listed as inhibitors; hit rate 0.31% among 330,000; AID 540303, 2011; cell surface uPA generation assay, qHTS; active means well fitted inhibition curve with a large enough effect; inconclusive means small, poorly fitted or top-dose-only effect; inactive means no such curve, though single readings can be large or run the other way; tested in mouse RAW 264.7 cells; further: potency means the concentration at half of the fitted maximal effect; on the % scale 0 is the no-effect control and ±100 the full control effect; nearly all actives have a fitted effect of over 55% in size
ASM inhibitor – Inhibitors of Secretory Acid Sphingomyelinase (S-ASM): qHTS; placental ASM, HMU-PC fluorogenic substrate, 60 min; hit rate 0.006% among 340,000; Potency, µM (top dose mostly 57.5 µM), for the others: at the highest dose activity change, negative = inhibition, usual class: inhibitors; Sphingomyelin phosphodiesterase (Homo sapiens), P17405; further: potency means the concentration at half of the fitted maximal effect
Target sequence (P17405 47-631 limits assumed): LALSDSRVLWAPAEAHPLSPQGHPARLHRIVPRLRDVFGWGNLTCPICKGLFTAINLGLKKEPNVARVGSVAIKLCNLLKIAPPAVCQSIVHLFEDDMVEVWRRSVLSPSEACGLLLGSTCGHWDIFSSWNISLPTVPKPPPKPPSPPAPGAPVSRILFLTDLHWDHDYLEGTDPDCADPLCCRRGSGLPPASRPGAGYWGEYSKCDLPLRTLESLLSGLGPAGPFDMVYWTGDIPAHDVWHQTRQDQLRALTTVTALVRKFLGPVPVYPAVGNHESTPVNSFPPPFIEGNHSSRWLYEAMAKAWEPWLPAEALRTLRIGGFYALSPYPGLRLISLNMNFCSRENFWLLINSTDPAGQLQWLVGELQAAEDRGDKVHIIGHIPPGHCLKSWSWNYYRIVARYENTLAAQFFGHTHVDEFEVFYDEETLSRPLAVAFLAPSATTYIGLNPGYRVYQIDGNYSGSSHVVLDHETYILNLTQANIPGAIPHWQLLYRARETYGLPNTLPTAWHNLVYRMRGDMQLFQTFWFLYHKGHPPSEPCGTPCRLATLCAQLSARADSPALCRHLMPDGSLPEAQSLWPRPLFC
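Fluorogenic HMU-PC substrate (9 uM final) is turned over by placental ASM in 60 min at 37 C after a 10 min compound preincubation. Reaction ended by alkaline stop (pH 10), with fluorescence read at 386/447 nm.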
B2AR arrestin – qHTS assay of beta-arrestin-biased ligands of beta2-adrenergic receptor; Beta-2 adrenergic receptor (Homo sapiens), P07550; beta-arrestin recruitment to beta2AR, cell-based reporter; Potency, µM (series often up to 46.1 µM), for inactives: at the highest dose activation, most hits filed as activators; hit rate 0.02% among 330,000; AID 492947, 2010;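 further: potency means the concentration at half of the fitted maximal effect; 0% = DMSO controls and full agonism = EC100 isoproterenol or metaproterenol; nearly all actives have a fitted effect of over 65% in size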
p53 reactivator – qHTS assay for re-activators of p53 using a Luc reporter. H1299 p53-A138V BP100-luciferase reporter, luminescence, 24 h. Potency, µM (titrated, usually from 92.2 µM), without a hit: at the top dose activity change, positive = activation, hits mostly activators. hit rate 0.063% among 320,000. AID 504706, 2011; further: potency means the concentration at half of the fitted maximal effect; % of control where 0% means no effect; nearly all actives have a fitted effect of over 45% in size
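p53-null H1299 cells stably carrying temperature-sensitive p53-A138V and a BP100-luciferase reporter were pinned with compounds (4-point, 1:5 series) and held 24 hrs at 37 deg C. Luminescence was read 10 min after detection reagent.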
Integrin act MD – qHTS for Activators of Integrin-Mediated Alleviation for Muscular Dystrophy | alpha7betagal myoblasts, beta-gal FDG fluorescence, 48 h | Potency, µM (titrated, usually from 38.3 µM), without a hit: at the highest dose activation, hits mostly activators | hit rate 0.064% among 350,000;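 further: potency means the concentration at half of the fitted maximal effect; 100% = response of the positive control SU9516; nearly all actives have a fitted effect of over 60% in size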
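alpha7betagal+/- myoblasts (passage 13, 250/well) treated 48 h at 37C with compounds at 1:260 dilution of DMSO stock. Lysed, then beta-galactosidase activity read as FDG fluorescence (ex 480/em 540) after 30 min, with pre-read for autofluorescence.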
BRCA1 expr act – qHTS Assay to Identify Small Molecule Activators of BRCA1 Expression | MCF7-BRCA1-FFLuc reporter, luminescence, 48 h; response scale: scaled: vehicle 0%, 10 µM genistein 100% | hit rate 1.1% among 380,000 | Potency, µM (titrated, usually from 46.1 µM), for inactives: at the top dose activation, hits mostly activators; further: potency means the concentration at half of the fitted maximal effect; nearly all actives have a fitted effect of over 80% in size; some results filed as inactive show a strong effect at the top dose
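Reporter cells (MCF7, BRCA1 promoter-firefly luciferase) received library compounds across a concentration series for 48 h. End-point luminescence was measured and concentration-effect curves derived after normalization.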
Eya2 phos inh – qHTS Assay for Inhibitors of the Phosphatase Activity of Eya2; recombinant Eya2, OMFP fluorescence dephosphorylation (OMFP is methylfluorescein phosphate); Potency, µM (top dose mostly 76.9 µM), for inactives: top-dose activity, negative = inhibition, most hits filed as inhibitors; hit rate 0.006% among 330,000; Protein phosphatase EYA2 (Homo sapiens), O00167; AID 488837, 2010; further: potency means the concentration at half of the fitted maximal effect; on the % scale 0 is the no-effect control and ±100 the full control effect
Target sequence (O00167 whole entry, looked up): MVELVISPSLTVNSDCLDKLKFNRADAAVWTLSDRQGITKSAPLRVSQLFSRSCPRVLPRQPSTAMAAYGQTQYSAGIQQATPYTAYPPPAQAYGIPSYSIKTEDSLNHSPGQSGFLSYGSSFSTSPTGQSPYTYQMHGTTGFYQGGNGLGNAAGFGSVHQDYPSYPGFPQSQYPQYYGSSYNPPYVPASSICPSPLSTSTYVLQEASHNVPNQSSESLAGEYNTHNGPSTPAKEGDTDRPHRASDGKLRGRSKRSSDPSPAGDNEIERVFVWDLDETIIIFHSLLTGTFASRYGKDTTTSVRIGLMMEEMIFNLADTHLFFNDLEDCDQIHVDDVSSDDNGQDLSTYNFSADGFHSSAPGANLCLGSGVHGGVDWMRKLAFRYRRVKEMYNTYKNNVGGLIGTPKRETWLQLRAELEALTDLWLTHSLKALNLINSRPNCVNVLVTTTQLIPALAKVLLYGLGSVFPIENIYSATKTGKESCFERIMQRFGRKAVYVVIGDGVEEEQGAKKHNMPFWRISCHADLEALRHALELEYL
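Eya2 (0.2 uM) preincubated 10 min at ambient with compound, then OMFP substrate added at 50 uM; 10 min reaction in 50 mM HEPES pH 7.5, 50 mM NaCl, 5 uM MgCl2, 0.05% BSA, 1 mM DTT. Fluorescence read at Ex 485/Em 525 nm.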
* = called active by the depositor; [ ] = dose if it differs, or a comment. Unless noted, the call rests on the fitted dose curve; in most records, active means well fitted curve in the direction sought with a large enough effect; inconclusive means small, poorly fitted or top-dose-only effect, or another doubt; inactive means no such curve, though single readings can be large; an effect the other way counts as inactive or inconclusive.

`O=C(Nc1ccc2c(c1)CCC2)c1cc(S(=O)(=O)N2CCN(c3ccccc3)CC2)ccc1Cl` gave USP2a inh -1%, ELG1 genotox 1%, TSG101-PTAP inh 3%, TRPV1 agonist -4, uPA generation 4%, ASM inhibitor -5%, B2AR arrestin -0.1%, p53 reactivator -4%, Integrin act MD -26%, BRCA1 expr act -12% and Eya2 phos inh 24%.
For CN(C)c1nc(NNC(=O)c2ccccc2)nc(N(C)C)n1 the results were TSG101-PTAP inh -1%, uPA generation 10%, ASM inhibitor 6%, Integrin act MD -13% and BRCA1 expr act -23%.
For CC(C)C(=O)Nc1cccc(NC(=S)NC(=O)c2ccc(Cl)cc2)c1 the results were USP2a inh -1%, ELG1 genotox -3%, TSG101-PTAP inh 0%, TRPV1 agonist 0, ASM inhibitor -7%, B2AR arrestin 4.0%, p53 reactivator 9%, Integrin act MD -52%[inhibitor], BRCA1 expr act 1% and Eya2 phos inh -17%.
`CN(C)C(=O)CSc1nnc(-c2cccs2)n1-c1ccccc1` gave USP2a inh 8%, ELG1 genotox 1%, TSG101-PTAP inh -8%, TRPV1 agonist 1, uPA generation 1%, ASM inhibitor 0%, B2AR arrestin -0.2%, p53 reactivator -4%, Integrin act MD 10%, BRCA1 expr act 19% and Eya2 phos inh -12%.
For CCCCN(C)CCNC(=O)C1CCN(S(=O)(=O)c2cccc3nsnc23)CC1 the results were USP2a inh 4%, ELG1 genotox 2%, TSG101-PTAP inh -4%, TRPV1 agonist 1, uPA generation 2%, ASM inhibitor -2%, B2AR arrestin 0.4%, p53 reactivator 26%, Integrin act MD 9%, BRCA1 expr act 2% and Eya2 phos inh -9%.
O=C(CSc1nnc(CNC(=O)c2ccco2)o1)NC1CCCC1 was read as TSG101-PTAP inh -2%, TRPV1 agonist 4, uPA generation -4%, ASM inhibitor 0%, Integrin act MD -11% and BRCA1 expr act -21%.
For Cc1cc(S(=O)(=O)NCCCn2ccnc2)c(C)cc1Cl the results were USP2a inh 4%, ELG1 genotox -2%, TSG101-PTAP inh -3%, TRPV1 agonist 4, uPA generation -4%, ASM inhibitor 0%, B2AR arrestin 0.2%, p53 reactivator 1%, Integrin act MD inconclusive, BRCA1 expr act -20% and Eya2 phos inh -6%.
CCCc1[nH]n(-c2ccc([N+](=O)[O-])cc2)c(=O)c1C=NCCCn1ccnc1 was read as USP2a inh 1%, ELG1 genotox 2%, TSG101-PTAP inh 0%, TRPV1 agonist 3, uPA generation -1%, ASM inhibitor 0%, B2AR arrestin -0.3%, p53 reactivator 8%, Integrin act MD 10%, BRCA1 expr act 63% and Eya2 phos inh -1%.
`COc1ccc(N(C(=O)c2ccco2)C(C(=O)NC2CCCC2)c2ccc(N(C)C)cc2)cc1` (configuration not stated) gave USP2a inh 0%, ELG1 genotox -4%, TSG101-PTAP inh -6%, TRPV1 agonist 13, uPA generation 2%, ASM inhibitor 2%, B2AR arrestin -0.9%, p53 reactivator -1%, Integrin act MD 5%, BRCA1 expr act -29% and Eya2 phos inh 2%.
For O=C(Cn1ncc2c3ccccc3n(Cc3ccccc3)c2c1=O)NCCCN1CCCC1=O the results were USP2a inh -2%, ELG1 genotox -7%, TSG101-PTAP inh -4%, TRPV1 agonist -2, uPA generation 4%, ASM inhibitor -2%, B2AR arrestin -0.3%, p53 reactivator -2%, Integrin act MD -45%[inhibitor], BRCA1 expr act 1% and Eya2 phos inh -2%.
O=C(COc1ccccc1)Nc1ccccc1F was read as USP2a inh -1%, ELG1 genotox inconclusive, TSG101-PTAP inh 2%, TRPV1 agonist 4, uPA generation 4%, ASM inhibitor 1%, B2AR arrestin -0.8%, p53 reactivator 19%, Integrin act MD -20%, BRCA1 expr act -5% and Eya2 phos inh -6%.
`Cc1ccnc(NS(=O)(=O)c2ccc(NC(=O)Cc3ccccc3)cc2)n1` gave USP2a inh 1%, ELG1 genotox -2%, TSG101-PTAP inh -2%, TRPV1 agonist 2, uPA generation -1%, ASM inhibitor 5%, B2AR arrestin -1.4%, p53 reactivator 0%, Integrin act MD -7%, BRCA1 expr act 2% and Eya2 phos inh 12%.
S=C(Nc1ccccc1Cl)N1CCCC(c2ccccc2)=N1 was read as USP2a inh 3%, ELG1 genotox -5%, TSG101-PTAP inh 1%, TRPV1 agonist 15, uPA generation 35%[activator], ASM inhibitor -3%, B2AR arrestin -0.2%, p53 reactivator 8%, Integrin act MD 2%, BRCA1 expr act -42% and Eya2 phos inh 0%.
`CN(C)c1ccc(C(=S)N2CCOCC2)cc1` gave USP2a inh 2%, ELG1 genotox 0%, TSG101-PTAP inh -2%, TRPV1 agonist 0, uPA generation 3%, ASM inhibitor -3%, B2AR arrestin -0.6%, p53 reactivator 1%, Integrin act MD -10%, BRCA1 expr act 13% and Eya2 phos inh -3%.
`COCCN(Cc1ccc(C)c(Br)c1)C(=O)Cn1cnc(S(=O)(=O)N2CCCC2)c1` gave USP2a inh 3%, ELG1 genotox 4%, TSG101-PTAP inh -1%, TRPV1 agonist 0, uPA generation -3%, ASM inhibitor 1%, B2AR arrestin -0.6%, p53 reactivator -4%, Integrin act MD -12%, BRCA1 expr act 2% and Eya2 phos inh 1%.
Screening COc1cc2c(cc1NC(=O)CSc1nnc(COc3ccc(Cl)cc3)n1C)oc1ccccc12 returned USP2a inh 3%, ELG1 genotox -10%, TSG101-PTAP inh -5%, TRPV1 agonist -4, ASM inhibitor -12%, B2AR arrestin 0.2%, p53 reactivator 1%, Integrin act MD inconclusive, BRCA1 expr act -73% and Eya2 phos inh 12%.
`CN(C(=O)CSc1nnc(-c2ccc(F)cc2)n1C)C1CCS(=O)(=O)C1` (configuration not stated) gave USP2a inh 5%, ELG1 genotox 0%, TSG101-PTAP inh -2%, uPA generation 8%, ASM inhibitor 5%, B2AR arrestin -1.0%, p53 reactivator -5%, Integrin act MD 0%, BRCA1 expr act -2% and Eya2 phos inh 4%.
For CCOc1cc(C2C(C(=O)OC)=CN(C3CCCC3)C=C2C(=O)OC)cc(Br)c1O the results were USP2a inh -1%, ELG1 genotox -5%, TSG101-PTAP inh -8%, TRPV1 agonist inconclusive, uPA generation -10%, ASM inhibitor 100%[activator], B2AR arrestin -0.2%, p53 reactivator -4%, Integrin act MD 6%, BRCA1 expr act 11% and Eya2 phos inh 13%.
For COc1ccccc1CNC(=O)COC(=O)c1cccs1 the results were USP2a inh -11%, ELG1 genotox -1%, TSG101-PTAP inh -9%, uPA generation 12%, ASM inhibitor 5%, B2AR arrestin 3.2%, p53 reactivator 2%, Integrin act MD 1%, BRCA1 expr act 4% and Eya2 phos inh 4%.
CCN(CC(=O)Nc1c(F)cccc1F)C(=O)c1csc2c1CCCC2 was read as USP2a inh 0%, ELG1 genotox 2%, TSG101-PTAP inh -3%, TRPV1 agonist 14, uPA generation 9%, ASM inhibitor 0%, B2AR arrestin -1.3%, p53 reactivator 0%, Integrin act MD -1%, BRCA1 expr act -12% and Eya2 phos inh -4%.
`Cc1cccc(C)c1NC(=O)c1sc(Cl)nc1C` gave USP2a inh 0%, ELG1 genotox -1%, TSG101-PTAP inh -1%, TRPV1 agonist -2, uPA generation -5%, ASM inhibitor 6%, B2AR arrestin -1.5%, p53 reactivator 3%, Integrin act MD -29%, BRCA1 expr act 0% and Eya2 phos inh -2%.
For CCOc1cccc2c1OC1(C)CC2NC(=O)N1Cc1ccccc1 (configuration not stated) the results were USP2a inh -6%, ELG1 genotox -2%, TSG101-PTAP inh -5%, TRPV1 agonist 1, uPA generation 9%, ASM inhibitor 4%, B2AR arrestin -0.4%, p53 reactivator 2%, Integrin act MD -7%, BRCA1 expr act 1% and Eya2 phos inh -4%.
CSc1ncccc1C(=O)OCn1nnc2ccccc2c1=O was read as USP2a inh -4%, ELG1 genotox 2%, TSG101-PTAP inh -4%, TRPV1 agonist 29, uPA generation -2%, ASM inhibitor -3%, B2AR arrestin 0.1%, p53 reactivator 14%, Integrin act MD -27%, BRCA1 expr act 6% and Eya2 phos inh -3%.

Assay outcomes: PubChem BioAssay, National Center for Advancing Translational Sciences (NCATS)
